# Bioassay records as filed in PubChem BioAssay.
# DAT uptake mod = changed hDAT dopamine uptake under cocaine IC80, either direction, primary screen, cocaine antagonist project, cell-based, LLC-PK1 hDAT, [14C]-dopamine uptake, MLSMR; Sodium-dependent dopamine transporter (Homo sapiens), Q01959; LLC-PK1 hDAT cells, [14C]-dopamine uptake with cocaine IC80; actives deviate in either direction; B-score at 10 µM; 110,000 compounds, 1.3% hits;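 active = Z score or B-score, a plate-position-corrected score, falls beyond the plate's 99.7% confidence bounds, in either direction; inactive = both scores lie inside the 99.7% bounds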;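 also: scored against the spread of the other compound wells on the same plate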
# F-actin modifier = modifiers of F-actin cytoskeleton organization, primary screen, imaging, HUVEC, phalloidin staining, high-content imaging; HUVEC TNFa F-actin phalloidin imaging; inhibition, % at 2 µM; 91,000 compounds, 0.18% hits; AID 836, 2007;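 active = inhibition above the batch mean plus 3 SD and confirmed as a hit by visual image inspection, cut at about 30% in these data, passing the limit was not always enough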; also: strong numbers were not always called active
# MT1-MMP txn act = MT1-MMP promoter reporter activation – cell-based, luciferase luminescence, primary screen | HT1080 MT1-MMP promoter luciferase reporter, overnight; stronger effect = higher value | activation factor at 10 µM | 86,000 compounds, 0.16% hits | AID 750, 2007;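 active = activation factor of at least 2 for MT1-MMP transcription at 10 µM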
# TNFa cytotox = cytotoxicity in TNFa-stimulated HUVEC, primary screen, cytotoxicity control for VCAM1 expression modulator project, imaging, Hoechst nuclei count; cell count reduction, % at 2 µM; HUVEC TNFalpha-stimulated, Hoechst cell count; 93,000 compounds, 0.17% hits;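 active = cell count reduction exceeding the screen mean by over 5 SD, scaled to untreated wells per plate, cut at about 78% in these data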;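 also: cells counted after 24 h of TNF alpha exposure following the 1 h pretreatment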
# VCAM1 TNFa inh = inhibitors of TNFa-induced VCAM1 expression, primary screen, imaging, HUVEC, TNFa stimulus, immunofluorescence | HUVEC TNFa-induced VCAM-1 immunofluorescence, high-content imaging | inhibition, % at 2 µM | AID 802, 2007 | 95,000 compounds, 0.48% hits;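 active = inhibition above the batch mean plus 3 SD, with images confirmed as a hit by eye, cut at about 37% in these data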;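 also: 0% = TNF-stimulated DMSO wells and 100% = unstimulated control wells; not every result past the cut was called active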
# Candida biofilm = clotrimazole potentiators killing Candida biofilms, primary screen, with clotrimazole, Alamar Blue; C. albicans biofilm + clotrimazole; 85,000 compounds, 0.14% hits; AID 834, 2007; inhibition, % at 6 µM;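 active = inhibition above 20%; inactive = inhibition below 20%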;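 also: preformed 24 hr biofilms exposed to compound for 48 hr; 0% = biofilm without compound and 100% = blank killed by clotrimazole plus chlorhexidine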
# HUVEC tox IL1B = cytotoxicity in IL-1B stimulated HUVEC, primary screen, cytotoxicity control for IL-1B NFkB translocation project, imaging, Hoechst nuclear count, IL-1B stimulus | AID 845, 2007 | cell count reduction, % at 2 µM | HUVEC cell count loss | 94,000 compounds, 0.41% hits;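 active = cell count reduction more than 3 SD above the screen-wide mean, cut at about 70% in these data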;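 also: normalized per plate to untreated control cells as the no-loss baseline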
# Smad3 inh = Smad3/FoxH1 peptide binding inhibitors, primary screen, biochemical, TR-FRET; Mothers against decapentaplegic homolog 3 (Homo sapiens), P84022; TR-FRET Smad3/Dy647-FoxH1 peptide binding, europium anti-His; inhibition, % at 25 µM; 88,000 compounds, 0.29% hits; AID 630, 2007;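 active = compounds that reduce the energy-transfer binding signal between the protein and its labelled peptide by more than half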;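 also: 0% = Smad3 plus labelled peptide maximal FRET and 100% = peptide-only background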
# PTPN22 inh 2 = PTPN22 phosphatase inhibitors, primary screen, biochemical, DiFMUP fluorescence, 2 µM; Tyrosine-protein phosphatase non-receptor type 22 (Homo sapiens), Q9Y2R2; recombinant LYP catalytic domain; inhibition, % at 2 µM; 96,000 compounds, 0.21% hits; AID 640, 2007;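 active = inhibition at 2 µM at or above a set limit, the screen mean plus 3 SD, cut at about 24% in these data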;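 also: 0% = DMSO with enzyme and 100% = enzyme fully blocked by orthovanadate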
# Target sequence (Q9Y2R2 whole entry, looked up, the tested form may be a part): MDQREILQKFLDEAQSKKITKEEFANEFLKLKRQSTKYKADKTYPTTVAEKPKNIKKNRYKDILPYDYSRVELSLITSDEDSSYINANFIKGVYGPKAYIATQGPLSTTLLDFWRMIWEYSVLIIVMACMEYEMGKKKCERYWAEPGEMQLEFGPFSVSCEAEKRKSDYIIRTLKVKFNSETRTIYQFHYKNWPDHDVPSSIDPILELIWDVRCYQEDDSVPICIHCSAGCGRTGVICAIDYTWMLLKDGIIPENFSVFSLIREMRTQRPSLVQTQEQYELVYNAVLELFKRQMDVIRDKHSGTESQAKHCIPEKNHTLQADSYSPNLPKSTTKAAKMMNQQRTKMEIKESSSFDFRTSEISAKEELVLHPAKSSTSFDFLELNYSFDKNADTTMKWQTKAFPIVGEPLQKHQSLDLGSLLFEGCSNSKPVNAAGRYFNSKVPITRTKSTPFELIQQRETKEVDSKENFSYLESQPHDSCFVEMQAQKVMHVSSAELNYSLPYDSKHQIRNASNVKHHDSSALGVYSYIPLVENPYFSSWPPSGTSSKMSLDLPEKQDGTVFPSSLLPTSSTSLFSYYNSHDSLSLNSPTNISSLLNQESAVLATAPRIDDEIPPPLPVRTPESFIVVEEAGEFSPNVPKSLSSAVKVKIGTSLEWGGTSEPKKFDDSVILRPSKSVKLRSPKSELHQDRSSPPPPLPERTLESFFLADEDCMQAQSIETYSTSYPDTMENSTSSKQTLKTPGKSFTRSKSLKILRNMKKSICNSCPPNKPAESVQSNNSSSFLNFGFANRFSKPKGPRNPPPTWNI
# * = called active by the depositor; . = not tested or not shown; [ ] = another dose, or the depositor's remark. Only part of the results is shown. The share of hits here may be higher or lower than overall.
# Each structure is followed by: DAT uptake mod	F-actin modifier	MT1-MMP txn act	TNFa cytotox	VCAM1 TNFa inh	Candida biofilm	HUVEC tox IL1B	Smad3 inh	PTPN22 inh 2
CCOC(=O)c1c(-c2ccco2)csc1N
→ 2.1*	31	1.1	-22	8	7	-2	2	7
O=C1CCCc2nc(N3CCc4ccccc43)ncc21
→ -0.079	2	1.6	-15	-1	-2	5	1	0
CCn1c(=O)c(C(=O)NCCN2CCCCC2)c(O)c2ccccc21
→ -0.0029	12	1.2	-4	-8	-3	20	-9	0
Cn1nc(-c2ccccc2F)c2cc(C(=O)Nc3ccc4c(c3)OCCO4)sc21
→ -3.7	-14	1.2	-16	17	1	4	-3	1
CCN1C(=O)C(O)(CC(=O)c2cc(C)ccc2C)c2ccccc21 (stereo unspecified)
→ 0.18	17	1.2	-9	16	-3	-26	-10	3
CCOC(=O)C(C)(C)Sc1ncnc2nc[nH]c12
→ -0.78	-16	.	-9	3	3	-8	-3	-4
CCCCCC(=O)Nc1nc2ccccc2[nH]1
→ 0.91	6	1.7	6	13	6	-44	2	-8
CC(=O)Nc1ccccc1OCc1nnc(-c2cccs2)o1
→ -1.4	3	1.1	-12	1	8	10	6	1
COc1cccc(C2C3CN(C)CC=C3C(C#N)=C(N)C2(C#N)C#N)c1OC (stereo unspecified)
→ -0.059	5	1.2	2	-17	2	7	-6	-6
COC(=O)c1ccc(CSc2ncn[nH]2)o1
→ 0.39	-19	1.2	-23	-3	7	-17	4	-13
CCN(CC)C(=O)c1cncc(C(=O)N(CC)CC)c1-c1ccccc1
→ -0.057	.	1.2	.	.	6	.	-7	.
CN(C)/C=N/C(=S)Nc1ccc(F)cc1
→ -1.3	-7	.	-7	11	8	30	7	-6
COc1ccc(C(=O)NC2CCN(C(=S)Nc3cc(C)ccc3C)CC2)cc1
→ -0.45	6	.	-8	0	.	3	.	0
Cn1c(CN2CCOCC2)nnc1SCC(=O)Nc1ccc2c(c1)OCCO2
→ -0.53	-10	1	-10	-6	-3	-10	-18[fluorescence artefact?]	4
COCCNC(=O)C(C)N(c1ccc(OC)cc1)S(C)(=O)=O (stereo unspecified)
→ 0.26	-3	1	-9	-7	6	4	6	6
CC1CCN(S(=O)(=O)c2cccc(S(=O)(=O)N3CCOCC3)c2)CC1
→ 0.83	.	1.2	37	4	0	-5	-4	-11
CCOC(=O)c1sc(NC(=O)CSc2nc3c(cc2C#N)CCC3)c(C#N)c1C
→ .	18	1	-61	86*	4	12	-2	20
COc1cccc(C(=O)NC2CCSC2=O)c1 (stereo unspecified)
→ -0.45	-1	1.3	-31	8	5	-186	6	-6
CCN(CC)CCn1c2ccccc2c2cnc(N)c(C#N)c21
→ 0.34	15	0.6	-16	6	7	4	-4	1
CCOC(=O)C1CCCN(CCC(=O)Nc2cccc(F)c2)C1 (stereo unspecified)
→ -0.23	14	1.2	-21	-18	-2	-25	-3	-1
CCOC(=O)/C(N=Nc1c(Br)cc(Br)cc1Br)=C(\C)O
→ -0.29	-6	.	-25	16	.	-11	.	-8
CC(C)NCCCOc1ccc(C(C)(C)c2ccccc2)cc1
→ -0.67	0	0.9	-40	-8	3	.	13	-12
CCOC(=O)c1ccccc1NC(=O)c1ccccc1SC
→ -0.65	-24	1.4	16	32	4	-15	8	3
CCCc1cc(C(=O)Nc2ccc(C(C)=O)cc2)no1
→ -0.27	-1	1.4	3	15	4	31	4	1
CC(=O)Nc1nc2ccccc2n1CCOc1ccccc1Cl
→ 0.043	43	1.2	-5	8	6	2	6	-2
CCCC[n+]1ccn(-c2nc3ccccc3nc2[N-]S(=O)(=O)c2ccccc2)c1
→ -0.013	-20	0.9	32	8	-1	-12	7	-1
Cc1ccc(NC(=S)N2CCC(N(C)CC3CCCO3)CC2)c(C)c1 (stereo unspecified)
→ -0.043	2	1	0	7	2	9	7	3
O=C(COc1ccccc1)NNC(=S)NC(=O)c1ccc(Cl)cc1Cl
→ 0.95	19	1.2	-22	-2	5	19	9	-8
Cc1cc(C)n2nc(SCc3nnc(SCc4ccccc4C)s3)nc2n1
→ 0.46	18	.	-16	-16	.	8	.	0
CC1CCCCC1NS(=O)(=O)c1ccc(S(=O)(=O)NCc2ccncc2)cc1 (stereo unspecified)
→ -0.031	16	1.1	-31	10	7	22	-1	-2

# A different layout for some results above.
canonical_smiles: CN(C)/C=N/C(=S)Nc1ccc(F)cc1
  DAT uptake mod: -1.3	F-actin modifier: -7	MT1-MMP txn act: .	TNFa cytotox: -7	VCAM1 TNFa inh: 11	Candida biofilm: 8	HUVEC tox IL1B: 30	Smad3 inh: 7	PTPN22 inh 2: -6

canonical_smiles: COc1ccc(C(=O)NC2CCN(C(=S)Nc3cc(C)ccc3C)CC2)cc1
  DAT uptake mod: -0.45	F-actin modifier: 6	MT1-MMP txn act: .	TNFa cytotox: -8	VCAM1 TNFa inh: 0	Candida biofilm: .	HUVEC tox IL1B: 3	Smad3 inh: .	PTPN22 inh 2: 0

canonical_smiles: Cn1c(CN2CCOCC2)nnc1SCC(=O)Nc1ccc2c(c1)OCCO2
  DAT uptake mod: -0.53	F-actin modifier: -10	MT1-MMP txn act: 1	TNFa cytotox: -10	VCAM1 TNFa inh: -6	Candida biofilm: -3	HUVEC tox IL1B: -10	Smad3 inh: -18[fluorescence artefact?]	PTPN22 inh 2: 4

canonical_smiles: COCCNC(=O)C(C)N(c1ccc(OC)cc1)S(C)(=O)=O (stereo unspecified)
  DAT uptake mod: 0.26	F-actin modifier: -3	MT1-MMP txn act: 1	TNFa cytotox: -9	VCAM1 TNFa inh: -7	Candida biofilm: 6	HUVEC tox IL1B: 4	Smad3 inh: 6	PTPN22 inh 2: 6

# (listing goes on)
# Each structure is followed by: DAT uptake mod	F-actin modifier	MT1-MMP txn act	TNFa cytotox	VCAM1 TNFa inh	Candida biofilm	HUVEC tox IL1B	Smad3 inh	PTPN22 inh 2
COc1ccc(CNc2n[nH]c(NCc3ccc(OC)c(OC)c3)n2)cc1OC
→ 0.34	-2	1.1	-8	9	12	-13	-5	-1
COc1ccc(C(=O)NC(=O)N2CCCCC2)cc1
→ -0.43	-5	1.1	-10	11	10	4	-1	3
Cc1cccc(C(=O)N2CCN(c3ccc([N+](=O)[O-])c(N4CCOCC4)c3)CC2)c1
→ -0.55	-2	.	9	28	.	-55	.	6
CCOC(=O)C1CCN(C(=O)COC(=O)c2ccc(Br)o2)CC1
→ 0.76	35	1.1	-30	7	7	-12	2	3
O=C(CCCCCN1C(=O)CCC1=O)Nc1ccc2c(c1)OCCO2
→ -0.13	6	1	7	16	6	18	-2	-7
CCOC(=O)N1CCC(NC(=O)CSc2cc(=O)n(C)c3ccccc23)CC1
→ 0.92	-9	1.1	16	20	.	2	.	-6
O=C1CC(N2CCC(c3nc4ccccc4s3)CC2)C(=O)N1Cc1ccccc1 (stereo unspecified)
→ 0.047	-9	1.2	-12	8	5	-14	-3	-9
Nc1nc2n(n1)C1(CCCCC1)C1=C(CCCC1)N2
→ 0.3	-3	1.1	-7	9	-1	2	-9	8
S=C(c1ccc[nH]1)N1CCOCC1
→ 0.027	1	1.1	2	22	4	-14	0	3
O=C(Cn1cc2c(n1)CCCCC2)NC1CCN(Cc2ccccc2)CC1
→ -0.0084	-6	1.1	-18	10	-2	-1	-9	5
Cc1sc(NC(=O)CSc2nnc3scc(-c4ccccc4)n23)c(C#N)c1C
→ -0.72	3	1.1	28	-15	-2	2	-8[fluorescence artefact?]	2
O=C1NCCCC1C(=O)Nc1ccccn1 (stereo unspecified)
→ 0.7	-10	1	-53	15	-1	-16	3	-6
O=C(CCSc1nc(-c2ccco2)cc(C(F)(F)F)n1)N1CCCc2ccccc21
→ 0.37	1	1.2	0	1	2	-21	5	3
COc1ccc(N2CCN(C(CNC(=O)c3cccc(Cl)c3)c3cccnc3)CC2)cc1 (stereo unspecified)
→ 0.61	-15	1.4	-42	-28	-2	2	-5	-6
Cc1ccc(CNC(=O)C(Cc2ccccc2)NS(=O)(=O)c2cccs2)cc1 (stereo unspecified)
→ -0.16	-17	1	2	8	1	-4	-5	2
Cc1cc(C=O)c2c(c1)C=CC1(Oc3ccccc3C(=O)N1C)O2 (stereo unspecified)
→ .	7	1.2	-22	-15	7	-40	4	5
CCCCCc1ccc(S(=O)(=O)NCCc2ccncc2)cc1
→ -1.2	.	1.1	-3	11	0	6	-4	5
Cc1cccc(NC(=O)CSc2nnc(-c3ccccc3C)o2)c1
→ -0.22	9	1.3	34	17	4	19	3	-9
O=C(CSc1ncnc2sc3c(c12)CCCC3)c1ccccc1
→ 0.5	14	1.2	-2	-17	3	9	10	7
CCN(CC)S(=O)(=O)c1cccc(-c2nnc(C(=O)c3ccc(C(F)(F)F)cc3)o2)c1
→ 0.2	18	1.1	-22	15	8	-5	-10	0
CN(Cc1ccccc1)c1nc2c(c(=O)[nH]c(=O)n2C)n1Cc1ccccc1Cl
→ -0.53	-9	1.1	8	2	.	-5	.	0
CCN(CC)S(=O)(=O)c1ccc(NC(=O)Nc2cccc(C(F)(F)F)c2)cc1
→ 1.1	-19	.	2	-40	.	2	.	-8
C/C(Cl)=C\Cn1c(Nc2ccccc2)nc2c1c(=O)n(C)c(=O)n2C
→ -0.22	-23	1	-17	5	6	7	-9	7
CCCCC(=O)NC(=S)NNC(=O)CC#N
→ 0.12	11	1.3	-41	8	6	-53	-12	5
Cc1nc2cc(Cl)ccc2n1CCO
→ -0.5	10	1	-19	5	0	-13	7	0
Cc1nc(C)c(C(=O)OCC(=O)N2CCN(c3ccccc3)CC2)s1
→ -0.22	9	1	3	10	2	-24	-2	-37
O=c1cc2c(nn1Cc1ccc(Cl)cc1)-c1ccccc1CC2
→ 1.4	2	1.2	-15	14	-1	.	12	-7
Cc1cc(NC(=O)c2noc3c2CCCC3)nn1Cc1ccc(Cl)cc1
→ -0.28	-7	1.1	-14	-4	-2	-16	-13[fluorescence artefact?]	6
CCCn1c(=N)c(C(=O)NCc2ccc3c(c2)OCO3)cc2c(=O)n3cccc(C)c3nc21
→ 0.25	-4	0.9	-2	3	8	-45	3	-37
O=C(CN1CCCCCC1)Nc1ccccc1F
→ -0.017	1	1.2	3	-3	1	-8	-6	0
CCOC(=O)CNC(=O)c1sc(NC(=O)c2cccc(F)c2)nc1C
→ 0.11	-14	.	-12	-7	.	-12	.	0
CCOC(=O)c1[nH]c2ccc(OC)cc2c1NC(=O)C(C)N1CCC2(CC1)OCCO2 (stereo unspecified)
→ 0.012	-2	1.2	-25	-2	1	3	12	6

# 2 of the compounds above, tab-delimited.
Molecule	DAT uptake mod	F-actin modifier	MT1-MMP txn act	TNFa cytotox	VCAM1 TNFa inh	Candida biofilm	HUVEC tox IL1B	Smad3 inh	PTPN22 inh 2
S=C(c1ccc[nH]1)N1CCOCC1	0.027	1	1.1	2	22	4	-14	0	3
O=C(Cn1cc2c(n1)CCCCC2)NC1CCN(Cc2ccccc2)CC1	-0.0084	-6	1.1	-18	10	-2	-1	-9	5
